USP2a block: blocks human ubiquitin-specific protease USP2a | O75604 | USP2 core, Ub-CHOP2 coupled fluorogenic reporter, 485/531 | Potency, µM (series often up to 38.3 µM), inactives show at the highest dose activity change, negative = inhibition, most hits filed as inhibitors | actives 0.01% (n = 330,000) | AID 463254;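 also: potency is read from the fitted curve at half-maximal effect; plate controls were DMSO wells for no effect and full inhibition by NEM control for full effect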
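Cell-free coupled assay: 10nM USP2 core preincubated 30min RT with compound in Tris-HCl pH 8.0/CaCl2/CHAPS buffer, then 25nM Ub-CHOP2 and 25nM reporter substrate; fluorescence (Ex 485/Em 531) read after 60min RT, normalized to NEM inhibition, concentration-response curves fitted.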
Eya2 phos inh: Eya2 (human) phosphatase inhibition. recombinant Eya2, OMFP fluorescence dephosphorylation (OMFP is methylfluorescein phosphate). Potency, µM (highest dose often 76.9 µM), inactives show at the top dose activity, negative = inhibition, most hits filed as inhibitors. actives 0.006% (n = 330,000). O00167; also: potency is read from the fitted curve at half-maximal effect
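Eya2 protein (added as 0.2 uM solution) was preincubated with compound for 10 min at ambient temperature in 50 mM HEPES pH 7.5, 50 mM NaCl, 5 uM MgCl2, 0.05% BSA, 1 mM DTT. OMFP (added at 50 uM) then reacted 10 min; fluorescence read at 485/525 nm.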
uPA surface inh: blocks generation of uPA at the cell surface; cell surface uPA generation assay, qHTS; Potency, µM (titrated, usually from 38.3 µM), without a hit: at the highest dose activity change, negative = inhibition, most hits filed as inhibitors; actives 0.31% (n = 330,000); active = well fitted inhibition curve with a large enough effect; inconclusive = small, poorly fitted or top-dose-only effect; inactive = no such curve, though single readings can be large or run the other way; tested in mouse RAW 264.7 cells; also: potency is read from the fitted curve at half-maximal effect; nearly all actives have a fitted effect of over 55% in size
GALK inh: galactokinase (human) inhibition. Purified GALK, Kinase-Glo residual ATP luminescence. Potency, µM (titrated, usually from 57.5 µM), for inactives: at the highest dose activity change, negative = inhibition, actives largely listed as inhibitors. actives 0.007% (n = 270,000); also: potency is read from the fitted curve at half-maximal effect
Target sequence (P51570 whole entry, looked up): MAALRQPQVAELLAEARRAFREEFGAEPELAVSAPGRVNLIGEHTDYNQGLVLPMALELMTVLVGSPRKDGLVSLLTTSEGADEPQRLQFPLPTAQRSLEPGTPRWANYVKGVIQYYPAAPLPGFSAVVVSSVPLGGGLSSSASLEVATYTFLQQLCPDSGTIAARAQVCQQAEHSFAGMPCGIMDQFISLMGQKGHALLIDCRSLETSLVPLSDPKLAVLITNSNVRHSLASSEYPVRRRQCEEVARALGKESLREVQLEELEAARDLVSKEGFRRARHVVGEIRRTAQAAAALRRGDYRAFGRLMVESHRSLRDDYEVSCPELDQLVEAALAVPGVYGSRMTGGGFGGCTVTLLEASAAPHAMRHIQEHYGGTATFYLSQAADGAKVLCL
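Kinase-Glo Plus luminescence measured ATP left after a 1 h room-temperature reaction. The reaction used 5 nM GALK, 100 uM galactose and 35 uM ATP at pH 8.0 (20 mM HEPES, 5 mM MgCl2, 60 mM NaCl, 1 mM DTT, 0.01% BSA).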
Chronic BCR inh: inhibitors of chronic active B-cell receptor signaling. Potency, µM (top dose mostly 46.1 µM), for inactives: at the highest dose ratio change, negative = lower green/red ratio, actives largely listed as inhibitors. actives 0.05% (n = 340,000). AID 493014. ABC-DLBCL IkBa-CBG/CBR reporter, luminescence ratio, 4 h; active = well fitted inhibition curve with a large enough effect in the signal ratio, with a control signal flat, not every such curve was filed as active; inconclusive = small, poorly fitted or top-dose-only effect, or effect the other way, or a change in a side signal; the % refers to the signal ratio;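 also: potency is read from the fitted curve at half-maximal effect; plate controls were basal doxycycline-induced cells for no effect and cells given 10 µM MG132 for full effect; MG132 reads +100%, hits lower the ratio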
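Cell line TMD8 (human ABC DLBCL), stably expressing tet-inducible CBG68-IkBa fusion and CBR; IMDM/0.5% FBS; cpd up to 46 uM; dox induction, 4 h, 37C/5% CO2; dual luminescence; green/red ratio; MG132 control.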
Giardia killer: Giardia lamblia killing; actives 0.15% (n = 340,000); activity change, % at 7.66 µM, hits read low; Giardia lamblia trophozoite viability; in the data active = activity change below about -80%; inconclusive = between about -30% and that limit;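 also: parasites exposed to compound for two days anaerobically before the ATP read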
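Viability, read as ATP luminescence: trophozoites at 100 cells/well, compound added, 48 hrs anaerobic at 37 deg C, then 15-30 min room-temperature development before reading.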
PKM2 act: increases activity of human pyruvate kinase M2 | purified PKM2, Kinase-Glo ATP luminescence, activation; response scale: 0% is enzyme alone, no compound | P14618 | Potency, µM (doses to about 57.5 µM), without a hit: top-dose activation, most hits filed as activators | actives 0.34% (n = 260,000) | AID 1631; also: potency is read from the fitted curve at half-maximal effect; nearly all actives have a fitted effect of over 55% in size
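Kinase-Glo luminescence reports ATP generated from ADP (0.1 mM) and PEP (0.5 mM) by purified hPK-M2 after 1 h at room temperature, pH 7.2 imidazole buffer; intermediate enzyme activity allows detecting inhibitors and activators.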
KCNH2 3.1 block: KCNH2 3.1 (human) potassium channel inhibition | U2OS KCNH2 3.1, thallium flux FluxOr; hits give low values | activity change, % (tested at about 1.8 µM) | actives 0.95% (n = 340,000) | AID 720553;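 active = maximum activity change below -70%; inconclusive = maximum activity change from -70% to -50%; inactive = maximum activity change above -50%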;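 also: thallium influx rate constant from kinetic fluorescence after stimulation buffer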
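Thallium flux via FluxOr fluorescence (Red40 quencher, 45 min loading) in U2OS cells virally expressing the KCNH2 3.1 isoform (1.77 x 10^8 /mL virus, overnight at 37 C). Rate constants from 2-min kinetic reads post-stimulation, normalised to positive and negative controls.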
KCNH2 WT inh: blocks the wildtype human KCNH2 potassium channel | AID 720551 | U2OS, BacMam KCNH2, thallium flux FluxOr; hits give low values | activity change, % at 1.84 µM | actives 0.37% (n = 340,000) | Q12809;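 active = maximum activity change below -70%; inconclusive = maximum activity change between -70% and -50%; inactive = maximum activity change above -50%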
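U2OS cells transduced with wild-type KCNH2 virus are loaded with FluxOr dye for 45 min, and thallium flux is measured in kinetic reads before and after stimulation buffer. Rate constants are normalized to DMSO controls.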
B2AR arrestin: agonists driving beta-arrestin recruitment to human beta2-adrenergic receptor; actives 0.02% (n = 330,000); Potency, µM (titrated, usually from 46.1 µM), for the others: at the highest dose activation, most hits filed as activators; P07550; beta-arrestin recruitment to beta2AR, cell-based reporter;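 also: potency is read from the fitted curve at half-maximal effect; 0% = DMSO controls and full agonism = EC100 isoproterenol or metaproterenol; nearly all actives have a fitted effect of over 65% in size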
Target sequence (P07550 whole entry, looked up): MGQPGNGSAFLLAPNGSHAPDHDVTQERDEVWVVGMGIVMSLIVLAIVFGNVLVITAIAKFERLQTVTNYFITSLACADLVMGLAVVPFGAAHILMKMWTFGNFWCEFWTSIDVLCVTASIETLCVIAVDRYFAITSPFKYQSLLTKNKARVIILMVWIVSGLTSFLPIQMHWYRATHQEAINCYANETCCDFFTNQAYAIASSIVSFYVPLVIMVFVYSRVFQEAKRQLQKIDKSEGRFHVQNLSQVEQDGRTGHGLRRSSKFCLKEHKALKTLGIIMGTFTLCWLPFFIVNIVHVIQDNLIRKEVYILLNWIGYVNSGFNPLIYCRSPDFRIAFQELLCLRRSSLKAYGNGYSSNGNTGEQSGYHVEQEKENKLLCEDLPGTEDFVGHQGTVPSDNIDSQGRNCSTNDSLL
FBPA coupling cs: coupling enzyme interference in Giardia aldolase counter-screen; actives 0.67% (n = 290,000); AID 2472; activity change, negative = inhibition, % at 58.2 µM, hits read low; coupling enzyme system counterscreen, AmpLite Red fluorescence; in the data active = activity change below about -30%
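Coupling enzymes only (glyceraldehyde-3-phosphate) + compound, at 57.5 uM final, 10 min RT; add substrate/coupling/AmpLite Red mix, 20 min RT; fluorescence ex 525/em 598 nm. Actives flag coupling-system interference.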
* = called active by the depositor; ? = inconclusive; nt = not tested or not shown. Unless noted, calls follow the shape of the dose curve; as a rule, active = well fitted curve in the direction sought with a large enough effect; inconclusive = small, poorly fitted or top-dose-only effect, or another doubt; inactive = no such curve, though single readings can be large; an effect the other way counts as inactive or inconclusive. Unless noted, % is scaled to controls: 0 for no effect and ±100 for the full control effect.

SMILES	USP2a block	Eya2 phos inh	uPA surface inh	GALK inh	Chronic BCR inh	Giardia killer	PKM2 act	KCNH2 3.1 block	KCNH2 WT inh	B2AR arrestin	FBPA coupling cs
CCOc1cc(CNc2nn[nH]n2)ccc1OCC(=O)NC(C)(C)C	-1.8%	3.5%	1.1%	-0.3%	?	11.3	-3.1%	2.2	-11.1	-0.2%	1.5
O=C(CN1N=C(c2ccccc2)CCC1=O)NCc1ccco1	0.9%	2.6%	nt	0.5%	7.6%	nt	0.1%	nt	nt	0.3%	1.4
CC1Cn2c(nc3c2c(=O)[nH]c(=O)n3C)O1 (stereo not given)	-0.9%	1.8%	-0.4%	12.2%	0.7%	-11.7	-0.7%	5.9	-10.4	0.7%	-1.0
Cc1cc(OCc2nc(-c3ccc(NC(=O)c4cccnc4)cc3)no2)ccc1Cl	-0.9%	4.8%	nt	8.1%	-3.7%	13.8	-15.3%	3.5	-6.5	0.0%	0.7
CNC(=O)C1CC(=O)N(CCc2ccccc2)C(=Nc2ccc(OC)cc2)S1 (stereo not given)	8.7%	-2.2%	-3.5%	-0.7%	-1.3%	-24.1	9.6%	-11.5	nt	0.1%	-0.1
COc1ccc(N(CC(=O)N/N=C/c2ccc3c(c2)OCO3)S(=O)(=O)c2ccccc2)cc1	0.8%	-5.2%	nt	12.6%	4.9%	nt	-10.7%	nt	nt	0.3%	0.1
Cn1ncc(N=Cc2ccccc2[N+](=O)[O-])c1C(N)=O	-0.8%	3.9%	2.9%	-1.0%	-1.1%	-15.8	-0.1%	-6.5	17.8	0.0%	-1.4
Cc1ccc(S(=O)(=O)NCCCCCC(N)=O)cc1	1.3%	-36.7%	0.5%	-0.5%	5.4%	-2.2	-0.2%	6.4	-2.5	-0.2%	-1.2
CN(C)c1c(N)[nH]c2c(c1=O)c(=O)n(C)c(=O)n2C	-1.5%	-7.3%	-3.1%	1.9%	-1.3%	-4.8	1.1%	1.8	12.1	-0.5%	-1.8
Cc1ccc(NC(=O)CSc2nc(N)cc(=O)[nH]2)cc1S(=O)(=O)N1CCCCCC1	1.2%	4.5%	-0.3%	nt	-0.7%	-10.3	nt	5.4	-3.8	-0.1%	nt
Cc1ccccc1C(=O)NNc1ncnc2c1cnn2C	2.5%	-26.1%	-2.6%	7.4%	-0.3%	3.8	-4.2%	12.2	-5.6	0.3%	0.0
CCNS(=O)(=O)c1ccc(CCC(=O)N2CCN(c3ccc(OC)cc3)CC2)cc1	0.8%	?	-2.3%	-1.8%	4.2%	-14.1	nt	-2.6	-6.2	-0.6%	1.6
O=C(CN(Cc1ccco1)C(=O)CNS(=O)(=O)c1ccc(Cl)cc1)NCC1CCCO1 (stereo not given)	2.8%	-2.1%	-1.5%	4.5%	-1.3%	-4.4	-1.8%	-1.8	11.5	0.2%	2.5
COc1ccc(-c2[nH]n(-c3ccc([N+](=O)[O-])cc3)c(=O)c2C=NCc2ccncc2)cc1	-4.9%	-3.1%	5.6%	1.1%	20.6%	-0.6	-14.8%	-18.7	-4.5	-1.2%	9.3
Cc1ccc(/C=C/C(=O)O)cc1S(=O)(=O)Nc1ccc(C(=O)O)cc1	-11.4%	9.5%	0.8%	nt	?	19.9	-3.4%	-9.4	-7.2	0.4%	-8.0
CC(=O)OCC1(C)CN(c2ccccc2)N(C(=O)c2ccc(F)cc2)C1=O (stereo not given)	-0.8%	18.5%	-3.8%	-0.4%	?	-6.8	26.8%	11.6	nt	-0.5%	0.2
O=C(Nc1cccc(-c2ccc(N3CCOCC3)nn2)c1)c1ccccc1	0.7%	11.6%	-9.1%	nt	-11.6%	-13.2	nt	-14.6	1.2	0.0%	nt
O=C(CNC(=O)c1ccco1)N/N=C/c1c[nH]c2ccccc12	3.4%	3.0%	-9.6%	12.4%	0.2%	-29.4	1.2%	0.2	-9.7	-0.2%	2.1
Cc1cc(C)c(S(=O)(=O)/N=C2\C=CC(=O)C(Cl)=C2)c(C)c1	?	22.5%	nt	1.2%	17.3%	-13.3	7.6%	1.0	-5.4	0.5%	-29.9
Cc1ccc2nc(C(Cl)(Cl)Cl)nc(N/N=C/c3ccncc3)c2c1	5.2%	12.3%	-0.7%	-0.2%	5.2%	0.9	0.3%	-4.4	2.6	-0.3%	3.0

3 of the entries above in order of their number in PKM2 act, lowest first:
molecule	PKM2 act
COc1ccc(N(CC(=O)N/N=C/c2ccc3c(c2)OCO3)S(=O)(=O)c2ccccc2)cc1	-10.7%
Cc1ccc2nc(C(Cl)(Cl)Cl)nc(N/N=C/c3ccncc3)c2c1	0.3%
CC(=O)OCC1(C)CN(c2ccccc2)N(C(=O)c2ccc(F)cc2)C1=O (stereo not given)	26.8%

Some of the entries so far, as labelled records:
CCOc1cc(CNc2nn[nH]n2)ccc1OCC(=O)NC(C)(C)C
- USP2a block = -1.8%
- Eya2 phos inh = 3.5%
- uPA surface inh = 1.1%
- GALK inh = -0.3%
- Chronic BCR inh = ?
- Giardia killer = 11.3
- PKM2 act = -3.1%
- KCNH2 3.1 block = 2.2
- KCNH2 WT inh = -11.1
- B2AR arrestin = -0.2%
- FBPA coupling cs = 1.5

O=C(CN1N=C(c2ccccc2)CCC1=O)NCc1ccco1
- USP2a block = 0.9%
- Eya2 phos inh = 2.6%
- uPA surface inh = nt
- GALK inh = 0.5%
- Chronic BCR inh = 7.6%
- Giardia killer = nt
- PKM2 act = 0.1%
- KCNH2 3.1 block = nt
- KCNH2 WT inh = nt
- B2AR arrestin = 0.3%
- FBPA coupling cs = 1.4

CC1Cn2c(nc3c2c(=O)[nH]c(=O)n3C)O1 (stereo not given)
- USP2a block = -0.9%
- Eya2 phos inh = 1.8%
- uPA surface inh = -0.4%
- GALK inh = 12.2%
- Chronic BCR inh = 0.7%
- Giardia killer = -11.7
- PKM2 act = -0.7%
- KCNH2 3.1 block = 5.9
- KCNH2 WT inh = -10.4
- B2AR arrestin = 0.7%
- FBPA coupling cs = -1.0

Rows are unselected, and some 2.4% of all compounds hit somewhere here.
